Screens (PubChem)
HIV RNase H inh: blocks HIV-1 RNase H cleavage of RNA/DNA duplex; inhibition, % at 10 µM; P04585; RT-RNase H RNA/DNA duplex cleavage, fluorescence; 65,000 tested, 1.9% active; in the data active = inhibition above about 50%
RmlCD inh mix: mixture blocks RmlC and RmlD coupled enzyme activity; RmlC/RmlD coupled enzyme inhibition, 384-well mixture HTS; inhibition, % at 5.5 µM; 110,000 tested, 0.39% active; in the data active = inhibition above about 30%, passing the limit was not always enough; inconclusive = no clear call, values can overlap the other calls; also: strong numbers were not always called active
The depositor's hits bear a star; ? = inconclusive; · = not tested or not shown.

SMILES	HIV RNase H inh	RmlCD inh mix
COc1ccc(C[C@H]2CN3C(=NC[C@H]3C)N2CCNC(=O)c2ccc(C)c(Br)c2)cc1	·	10
Cc1noc(C)c1COc1ccc(C(=O)NCC2CCCO2)cc1 (stereo unspecified)	·	-1
CN(C)S(=O)(=O)c1ccc(C(=O)Nc2nnc(Cc3ccccc3)s2)cc1	7	-13
C[C@H](O)[C@@H](C(=O)N1CCN(C(=O)OC(C)(C)C)CC1)n1cc(CCCCNC(=O)OC(C)(C)C)nn1	·	-182
Cc1ccc(-n2c(SCc3ccc([N+](=O)[O-])cc3)nc3ccccc3c2=O)cc1	·	6
O=C(c1ccc(NS(=O)(=O)c2cccs2)cc1)N1CCCCC1	-5	9
COc1cc2c(CCNC(C)=O)c[nH]c2cc1O	·	5
COc1cc(C2Nn3c(nnc3-c3ccccc3OC)S2)ccc1O (stereo unspecified)	·	-6
CSc1ccccc1C(=O)Nc1nccs1	·	-1
COc1ccccc1NC(=O)COC(=O)CNC(=O)c1ccc(OC)c(OC)c1	-21	-4
CCN1CCCC1CNC(=O)Cn1cccc1C(=O)c1ccccc1C (stereo unspecified)	-5	-10
CC(C)c1nnc(NC(=O)C2CCN(c3cnccn3)CC2)s1	·	-4
Oc1c(Br)cc(C2N=C(c3ccccc3Cl)NO2)cc1Br (stereo unspecified)	·	-9
Cc1ccn2c(/C=N/OCc3cccc(F)c3)c(-c3ccc(Cl)cc3)nc2c1	·	-31
O=C(O)C[C@H]1c2cc(C(F)(F)F)ccc2S(=O)(=O)N1C1CCN(Cc2ccccc2)CC1	·	-18
Cc1cc(=O)[nH]c(SCC(=O)Nc2ccc(Cl)cn2)n1	·	0
CC(=O)N(/N=C1\Sc2ccccc2C1=O)c1ccccc1C	·	7
CSc1ccccc1NC(=S)Nc1cccc(C(F)(F)F)c1	·	16
COc1ccc(NC(=O)CCN2CC(C)OC(C)C2)c(OC)c1 (stereo unspecified)	·	12
CCc1ccc(S(=O)(=O)c2n[nH]n3c2nc(=O)c2ccccc23)cc1	·	-60
CCCC(C)NC(=O)c1ccc2[nH]c3c(c2c1)CC(C)CC3 (stereo unspecified)	·	-6
N#Cc1nc(-c2ccco2)oc1N1CCCC1	-12	8
CCOC(=O)c1ccccc1NS(=O)(=O)c1ccc(S(=O)(=O)N2CCCC2)cc1	-9	5
COc1ccccc1Oc1coc2c(CN(C)C)c(O)ccc2c1=O	·	27
CCOc1ccc(N=C2C(=O)N(CN3CCOCC3)c3ccccc32)cc1	-2	3
COC(=O)c1[nH]c(C)c(/C(O)=C2\C(=O)C(=O)N(CCN(C)C)C2c2ccc(OC)cc2)c1C (stereo unspecified)	-9	·
CC(C(=O)Nc1ccccc1F)N1C(=O)c2ccccc2C1=O (stereo unspecified)	-9	-12
Cc1cccc2cc(CN(Cc3nnnn3C3CCCC3)C3CCCCC3)c(=O)[nH]c12	-2	-13
O=C(NCCN1CCOCC1)c1cccs1	1	-4
Cc1ccc(C)c(C(=O)CN2C3=NCCCN3c3ccccc32)c1	·	12
COc1cc(S(=O)(=O)NCC2CCCO2)c(OC)cc1Cl (stereo unspecified)	-23	10
CCOC(=O)N1CCC(N2C(=O)c3ccccc3C2Nc2ccc3c(C)cc(=O)oc3c2)CC1 (stereo unspecified)	4	89*
CNC(=O)c1nnc(Cc2ccc(F)cc2)o1	-15	3
CCCn1cc(S(=O)(=O)CC(=O)Nc2ccc(OCC)cc2)c2ccccc21	11	-13
CCOC(=O)c1sc(NC(=O)CSc2ncn[nH]2)c(C#N)c1C	3	-8
CC(=O)NCCc1cc2cc(C)c(C)cc2[nH]c1=O	-23	·
CCC(C)(C)n1nnnc1C(c1cc(OC)ccc1OC)N1CCC(C(N)=O)CC1 (stereo unspecified)	·	3
Cc1csc(NC(=O)c2nc(-c3ccccc3)n(-c3ccccc3)n2)n1	-6	-12
O=c1cc(CN2CCOCC2)nc(C2CC2)[nH]1	·	29
Cc1csc(NC(=O)C2CCCCC2C(=O)O)n1 (stereo unspecified)	-1	-8
CCn1c(=O)c2cc(C(=O)NCc3cccs3)sc2c2ccccc21	8	0
COc1ccc(CCNC(=O)CN(c2ccccc2OC)S(C)(=O)=O)cc1OC	-9	-14
O/N=C(\Cc1cscn1)c1ccc(O)cc1O	4	14
NC(=O)c1cn(-c2ccccc2)nc1-c1cccnc1	-2	9
O=C1NC2CCCCC2NC1CC(=O)N1CCN(c2ccccc2)CC1 (stereo unspecified)	-1	·
CCOc1ccc(S(=O)(=O)N(C)c2ccc(OCC(=O)NCc3ccco3)cc2)cc1	·	-15
Cc1cc(NCc2ccccc2)nc2ccccc12	·	6
O=C1CN(C(=O)c2ccccc2F)c2ccccc2N1	-15	-2
COC(=O)c1c(NC(=O)CSc2nnc(-c3cccnc3)n2Cc2ccco2)sc(C)c1C	0	4
c1ccc2c(c1)ncn2CCCOc1ccc2c(c1)CCC2	·	13
O=C(Cn1cnc2ccccc2c1=O)Nc1ccc2c(c1)CCC2	-6	9
COC(=O)c1ccc(Oc2nc(Nc3ccc(C)c(C)c3)nc(N(C)C)n2)cc1	·	-9
c1ccc(Nc2nc(-c3ccccn3)cs2)cc1	·	20
CCCn1[nH]cc(SC)c(=O)c1=O	-5	-44
O=C(Nc1ccc2nc(-c3cccnc3)[nH]c2c1)C12CC3CC(CC(C3)C1)C2	·	-18
COc1ccc(-n2cc(C(=O)O)c3ccccc3c2=O)cc1	·	-175
COc1ccccc1OC(=O)c1ccc(S(=O)(=O)N(C)C)cc1	·	-11
O=C(c1cc2c(s1)-c1ccccc1OC2)N1CCN(c2ccccn2)CC1	-6	-18
Cc1cc2cc(CN(Cc3ccc4c(c3)OCO4)C(=O)c3cnccn3)c3nnnn3c2cc1C	-6	-31
O=C(Nc1sc2c(c1C(=O)NC1CCCCC1)CCC2)c1ccco1	24	-17

Next part
SMILES	HIV RNase H inh	RmlCD inh mix
O=C(CCS(=O)(=O)c1cccc2nonc12)NCCc1ccccc1	-10	-13
COc1cc(-c2n[nH]c(=O)o2)cc(OC)c1OC	-6	-6
CC(=O)COc1ccc2c3c(c(=O)oc2c1C)CCCCC3	-15	-5
CCCCC(NC(C)=O)c1nc2ccccc2n1CCCC (stereo unspecified)	-3	·
C=CCc1cccc(/C=N/n2cnnc2)c1O	-12	8
CCOC(=O)c1oc2cc(O)ccc2c(=O)c1-c1ccccc1OC	-7	8
Cn1nc(-c2ccc(Cl)cc2)c2cc(C(=O)N3CCN(c4ccccn4)CC3)sc21	-53	-1
COC(=O)/C=C/c1ccccc1S(=O)(=O)N(Cc1ccccc1)Cc1ccco1	·	-10
CCN1CCCC1CNC(=O)CSc1cc(=O)n(CC)c2ccccc12 (stereo unspecified)	-8	6
CC1CCN(C(NC(=O)c2ccco2)C(=O)c2ccccc2)CC1 (stereo unspecified)	·	7
CCCSc1nnc2c(n1)OC(c1cccn1C)N(C(C)=O)c1ccccc1-2 (stereo unspecified)	3	26
Nc1nc2ccc(-c3nc4ccccc4o3)cc2s1	·	?
OCCN(CCO)Cc1ccc(Br)cc1	·	6
CC(Sc1nc2c([nH]c3ccccc32)c(=O)n1C)c1ccccc1 (stereo unspecified)	·	-8
O=C(NC1(C(F)(F)F)C(=O)Nc2c1c(=O)[nH]c(=O)n2-c1ccc(F)cc1)c1cccnc1 (stereo unspecified)	·	11
CCOc1cc(NS(=O)(=O)CC)c(OCC)cc1NC(=O)c1ccco1	-7	7
Cc1cc(C)n2c(=S)[nH]nc2n1	74*	-16
O=C(Nc1ccc(Cl)cc1C(=O)Nc1ccncc1)c1ccco1	-15	-5
COCCn1ccc(O)c(Cc2ccc(Cl)cc2)c1=O	·	19
CC(=O)OC1C(OC(C)=O)N(C(C)=O)C(=O)N1C(C)=O (stereo unspecified)	0	10
OC(COc1ccc2ccccc2c1)Cn1ccnc1 (stereo unspecified)	-6	6
CCOc1ccc2nc(COC(=O)c3ccco3)c(C(C)=O)[n+]([O-])c2c1	0	-9
Oc1cnn(-c2ccccc2)c1	2	-5
NC1=NC[C@H](c2ccccc2)N1CC1CCCCC1	·	2
Cc1nnc(NC(=O)c2ccc(C)c(S(=O)(=O)N3CCOCC3)c2)s1	·	15
O=C(CSc1nnc(-c2ccccc2Br)o1)N1CCN(C(=O)c2ccco2)CC1	2	-22
CCOc1ccccc1OCCn1ncc2ccc(OC)c(OC)c2c1=O	·	11
O=C1CCCN1CC(O)CS(=O)(=O)c1ccc(Cl)cc1 (stereo unspecified)	·	10
CCOP(=O)(OCC)c1nc(-c2ccc(C)cc2)oc1N1CCOCC1	·	47
Cc1nc(SCn2nnc3ccccc3c2=O)c2c(C)c(C)sc2n1	13	·
COc1ccc(CCNC(=O)COC(=O)c2ccc(Br)o2)cc1OC	·	3
O=C1CC(N(O)C2CC(=O)N(Cc3ccccc3)C2=O)C(=O)N1Cc1ccccc1 (stereo unspecified)	28	-4
COc1cccc(C2c3c(-c4cc(Cl)c(C)cc4O)n[nH]c3C(=O)N2Cc2cccnc2)c1 (stereo unspecified)	·	-7
CC1(C)c2ccccc2N2CC(=O)NC21/C=C/c1ccco1 (stereo unspecified)	3	-8
O=C(c1ccccc1C(=O)N1CCN(c2ccccc2)CC1)N1CCN(c2ccccc2)CC1	-13	-13
COc1ccc(-c2nnc(SCC(=O)NC(C)c3ccccc3)o2)cc1OC (stereo unspecified)	-15	46
CCc1cc2cccc(C)c2nc1SCC(=O)c1ccc(NC(C)=O)cc1	·	-3
Cn1c(SCC2CCCO2)nnc1-c1ccncc1 (stereo unspecified)	-3	-9
CSc1nnc(CSCc2ccc(Cl)cc2Cl)n1-c1ccccc1	·	4
COC(=O)/C(=C\c1c(OC)cc(OC)cc1OC)C(=O)c1ccc2c(c1)OCO2	·	3

Some of the entries so far, with two lines to a compound:
Values run as follows: HIV RNase H inh, RmlCD inh mix
COc1cccc(C2c3c(-c4cc(Cl)c(C)cc4O)n[nH]c3C(=O)N2Cc2cccnc2)c1 (stereo unspecified)
 : ·, -7
CCOc1ccccc1OCCn1ncc2ccc(OC)c(OC)c2c1=O
 : ·, 11
Cc1nc(SCn2nnc3ccccc3c2=O)c2c(C)c(C)sc2n1
 : 13, ·
CCOP(=O)(OCC)c1nc(-c2ccc(C)cc2)oc1N1CCOCC1
 : ·, 47

More compounds:
SMILES	HIV RNase H inh	RmlCD inh mix
CC(=O)c1cccc(NS(=O)(=O)c2ccc3c(c2)oc(=O)n3C)c1	-11	11
CCOC(=O)Cc1csc(NC(=O)CSc2nnc(-c3ccc(NS(=O)(=O)CC)cc3)o2)n1	·	8
Cc1ccc(S(=O)(=O)c2cc3c(=O)n4ccccc4nc3n(Cc3ccco3)c2=N)cc1C	45	25
O=C(NC(=S)N(Cc1ccccc1)Cc1ccccc1)C1CCCCC1	·	59
O=C(Nc1nc2cc3c(cc2s1)OCCO3)c1cccc(N2C(=O)CCC2=O)c1	·	13
Cc1onc(-c2ccccc2Cl)c1C(=O)Nc1ccc(S(=O)(=O)N2CCCC2)cc1	2	-13
CC(=O)CN1Cc2ccccc2/C1=N\C(=O)Nc1ccccc1	-2	10
CCc1nnc(NC(=O)CSc2nc3c(c(=O)n2CC)SC(C)C3)s1 (stereo unspecified)	-12	-9
COc1ccc2[nH]c(C)c(CN3CCC(C)CC3)c(=O)c2c1	2	-3
CCCn1c(SCC(=O)Nc2c(C)cccc2CC)nnc1C(C)C	-1	-16
COC(=O)c1ccc(C2/C(=C(/O)c3ccc(OC)cc3)C(=O)C(=O)N2Cc2ccco2)cc1 (stereo unspecified)	7	·
CC(C)Cc1nc(NCCN2CCOCC2)c(C#N)c2c1COC(C)(C)C2	4	·
CCN(CC)C(=O)CSC1=C(C#N)C(c2ccco2)C(C(=O)OCCOC)=C(C)N1 (stereo unspecified)	9	·
CCOC(=O)CCCn1nc(C)n2c(cc3sccc32)c1=O	-20	7
CC1CC(C)CN(Cc2nc(N)nc(Nc3ccc4ccccc4c3)n2)C1 (stereo unspecified)	8	-9
COC(=O)c1cc(OC)c(OC)cc1NC(=S)N1CCN(C)CC1	·	-9
COc1ccc(NC(=O)C2CCCN(S(=O)(=O)c3cccnc3)C2)cc1 (stereo unspecified)	-15	4
COc1ccc(CCNS(=O)(=O)c2ccc(F)cc2)cc1OC	-14	8
CCOc1ccc(C2CC(=O)n3nc(C45CC6CC(CC(C6)C4)C5)nc3S2)cc1OC (stereo unspecified)	·	4
O=C(O)COc1c(F)c(F)c(C(F)(F)F)c(F)c1F	-6	-8
COC(=O)c1[nH]c2c(c1C)C(=O)CC(c1ccc(C)cc1)C2 (stereo unspecified)	6	9
COc1cc(NCCCC(C)N)c2ncccc2c1 (stereo unspecified)	-9	·
CC1(C)CC(=O)c2cn3ncnc3nc2C1	·	6
O=C1CCCc2c1cc(C(=O)Nc1ccc(Br)cn1)c(=O)n2-c1ccccc1	7	-9
COc1cc2c(cc1NC(=O)c1cc(-c3ccncc3)nc3ccc(C)cc13)oc1ccccc12	·	-8
COC(=O)C1C(=O)c2c([nH]c(C(=O)OC3CCCCC3)c2C)CC1C (stereo unspecified)	-10	-11

Structural class: the entries above with two or more sulfur atoms.
SMILES	HIV RNase H inh	RmlCD inh mix
CN(C)S(=O)(=O)c1ccc(C(=O)Nc2nnc(Cc3ccccc3)s2)cc1	7	-13
O=C(c1ccc(NS(=O)(=O)c2cccs2)cc1)N1CCCCC1	-5	9
CSc1ccccc1C(=O)Nc1nccs1	·	-1
CSc1ccccc1NC(=S)Nc1cccc(C(F)(F)F)c1	·	16
CCOC(=O)c1ccccc1NS(=O)(=O)c1ccc(S(=O)(=O)N2CCCC2)cc1	-9	5
CCOC(=O)c1sc(NC(=O)CSc2ncn[nH]2)c(C#N)c1C	3	-8
CCn1c(=O)c2cc(C(=O)NCc3cccs3)sc2c2ccccc21	8	0
COC(=O)c1c(NC(=O)CSc2nnc(-c3cccnc3)n2Cc2ccco2)sc(C)c1C	0	4
Cc1nnc(NC(=O)c2ccc(C)c(S(=O)(=O)N3CCOCC3)c2)s1	·	15
Cc1nc(SCn2nnc3ccccc3c2=O)c2c(C)c(C)sc2n1	13	·
CSc1nnc(CSCc2ccc(Cl)cc2Cl)n1-c1ccccc1	·	4
CCOC(=O)Cc1csc(NC(=O)CSc2nnc(-c3ccc(NS(=O)(=O)CC)cc3)o2)n1	·	8
CCc1nnc(NC(=O)CSc2nc3c(c(=O)n2CC)SC(C)C3)s1 (stereo unspecified)	-12	-9

This is a subset; the hit share may differ from the screen's.
